Screens from PubChem.
L3MBTL1 inh = L3MBTL1 (human) inhibition. AlphaScreen L3MBTL1–H3K9me1 peptide binding. hit rate 0.66% among 230,000. AID 485360. Potency, µM (highest dose often 57.1 µM), for the others: at the top dose activity, negative = inhibition, usual class: inhibitors; further: potency means the concentration at half of the fitted maximal effect; on the % scale 0 is the no-effect control and ±100 the full control effect; nearly all actives have a fitted effect of over 60% in size
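Displacement of a biotinylated histone H3(1-15) peptide monomethylated at Lys9 (75 nM) from L3MBTL1 (50 nM) was measured by AlphaScreen after a 30 min room-temperature compound incubation; cefsulodin titration served as intraplate control.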
IMPase Li inh = membrane-permeable IMPase blocker, potentiated with lithium | CHO-M1 cells, IP1 TR-FRET (IP-One), carbachol + lithium | hit rate 0.35% among 210,000 | Potency, µM (highest dose often 59.4 µM), for inactives: top-dose activity, negative = IMPase inhibition, usual class: inhibitors | AID 1457;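 further: IP1 builds up when IMPase is blocked and the TR-FRET signal falls; potency means the concentration at half of the fitted maximal effect; plate controls were basal vehicle for no effect and high inhibitor control for full effect; nearly all actives have a fitted effect of over 50% in size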
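Test compounds were applied to CHO-M1 cells previously cultured for 16–30 h at 2000 per well. A small lithium amount accompanied them; after 30 min at 37C, IP1 was quantified by TR-FRET.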
NPSR antag = blocks cAMP signaling of the human neuropeptide S receptor; Q6W5P4; CHO-NPSR cells, cAMP TR-FRET, antagonist mode; Potency, µM (highest dose often 38.3 µM), for the others: top-dose activity change, negative = inhibition, usual class: inhibitors; hit rate 1% among 220,000; AID 1461; further: potency means the concentration at half of the fitted maximal effect; on the % scale 0 is the no-effect control and ±100 the full control effect; nearly all actives have a fitted effect of over 50% in size; many of its hits are not listed in these tables
Target sequence (Q6W5P4 whole entry, looked up): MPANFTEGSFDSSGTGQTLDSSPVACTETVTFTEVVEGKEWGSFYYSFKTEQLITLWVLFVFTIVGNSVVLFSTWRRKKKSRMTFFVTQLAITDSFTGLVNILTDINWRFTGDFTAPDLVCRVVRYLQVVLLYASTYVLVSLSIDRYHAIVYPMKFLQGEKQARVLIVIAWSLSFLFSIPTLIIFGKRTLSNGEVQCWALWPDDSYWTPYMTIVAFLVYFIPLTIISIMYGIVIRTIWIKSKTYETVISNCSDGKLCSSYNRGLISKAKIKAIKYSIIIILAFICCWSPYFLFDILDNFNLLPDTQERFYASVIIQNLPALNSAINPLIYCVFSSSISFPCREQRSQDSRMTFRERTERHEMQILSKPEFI
HTT aggregate = mutant huntingtin aggregation inhibition; PC12 HttQ103-GFP aggregates, Acumen cytometry, 40 h; Potency, µM (titrated, usually from 46.1 µM), without a hit: top-dose activity change, negative = inhibition, most hits filed as inhibitors; hit rate 1.1% among 220,000; AID 1688; further: potency means the concentration at half of the fitted maximal effect; on the % scale 0 is the no-effect control and ±100 the full control effect; nearly all actives have a fitted effect of over 60% in size
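Read-out: GFP aggregate count by laser scanning cytometer (488 nm excitation, 500-530 nm emission, 1–25 µm objects >6 SD above background). Cells: PC12, inducible HTTex1-Q103-GFP, 100 nM tebufenozide; compounds titrated.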
Luc counter = blocks Kinase-Glo luciferase, a counter-screen artifact; Kinase-Glo luciferase, ATP luminescence, 8 min; AID 1379; hit rate 0.28% among 200,000; Potency, µM (top dose mostly 38.3 µM), for inactives: at the highest dose activity change, negative = inhibition, most hits filed as inhibitors; further: potency means the concentration at half of the fitted maximal effect; on the % scale 0 is the no-effect control and ±100 the full control effect; nearly all actives have a fitted effect of over 60% in size
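Recombinant Kinase-Glo luciferase, 10 uM ATP (linear range), luciferin; imidazole pH 7.2 / KCl / MgCl2 / Tween / BSA buffer; 8 min RT; luminescence.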
CBFb RUNX1 block = CBF-beta/RUNX1 interaction disruption | Q01196+Q13951 | AlphaScreen CBFb-His/RUNX1-biotin binding, biochemical | Potency, µM (doses to about 59.8 µM), for inactives: at the highest dose activity, negative = inhibition, actives largely listed as inhibitors | 230,000 tested, under 10 active | AID 1477; further: % of control where 0% means no effect
Target sequence (Q01196 whole entry, looked up): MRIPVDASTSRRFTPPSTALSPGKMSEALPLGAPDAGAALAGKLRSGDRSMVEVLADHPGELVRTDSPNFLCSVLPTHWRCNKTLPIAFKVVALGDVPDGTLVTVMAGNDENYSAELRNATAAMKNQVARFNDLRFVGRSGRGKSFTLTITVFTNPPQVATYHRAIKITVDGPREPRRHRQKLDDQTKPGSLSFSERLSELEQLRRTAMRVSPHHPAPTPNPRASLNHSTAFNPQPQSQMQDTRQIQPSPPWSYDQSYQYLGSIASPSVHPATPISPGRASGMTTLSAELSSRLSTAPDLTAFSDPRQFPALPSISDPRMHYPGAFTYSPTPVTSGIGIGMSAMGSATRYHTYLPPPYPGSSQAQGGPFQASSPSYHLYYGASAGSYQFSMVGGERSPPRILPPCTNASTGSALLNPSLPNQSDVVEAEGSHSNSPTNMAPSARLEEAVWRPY
Target sequence (Q13951 whole entry, looked up): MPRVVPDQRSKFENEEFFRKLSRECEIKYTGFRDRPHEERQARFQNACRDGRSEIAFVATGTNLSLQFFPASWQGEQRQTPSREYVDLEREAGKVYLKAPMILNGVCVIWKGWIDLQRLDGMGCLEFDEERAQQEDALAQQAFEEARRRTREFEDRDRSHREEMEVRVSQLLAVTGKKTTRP
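Proteins preincubated together for 20 min at RT before compound addition; 15 min later, nickel and streptavidin beads were added and left 90 min prior to AlphaScreen measurement.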
Epigenetic reg = derepresses silenced GFP reporter in murine cells | murine LDR cells, GFP reporter derepression, 30 h | Potency, µM (top dose mostly 53.9 µM), for inactives: at the top dose GFP activation, most hits filed as activators | hit rate 0.2% among 280,000 | AID 1865; further: potency means the concentration at half of the fitted maximal effect; % of control where 0% means no effect; nearly all actives have a fitted effect of over 60% in size
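Murine LDR cells carrying a silenced, genomically integrated CMV-driven GFP reporter were exposed to compound for 30 hours at 37 C. After PBS washes, GFP-positive cells (20–120 um objects) were counted by laser-scanning microplate cytometry.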
* hit, by the source's call; ? = inconclusive; / = not tested or not shown; [ ] = remark or other dose. The call rests on the fitted dose curve; in most records, active means well fitted curve in the direction sought with a large enough effect; inconclusive means small, poorly fitted or top-dose-only effect, or another doubt; inactive means no such curve, though single readings can be large; an effect the other way counts as inactive or inconclusive.

SMILES | L3MBTL1 inh | IMPase Li inh | NPSR antag | HTT aggregate | Luc counter | CBFb RUNX1 block | Epigenetic reg
C=CCn1c(-c2ccccc2)nc(=S)c2c1CCCC2 | 4% | / | 20% | 3%[9.22 µM] | / | 5% | 3.0%
C(=N\N1CCN(c2ccccn2)CC1)/C1=C(N2CCOCC2)C(=C/c2ccccc2)/CC1 | -18% | 9% | -48% | 18%[9.22 µM] | 1% | 4% | 1.1%
CCOc1ccc(-n2c(SCc3ccc([N+](=O)[O-])cc3)nnc2-c2ccc(OC)cc2)cc1 | -5% | 5% | -51% | ? | 1% | 4% | -3.2%
CC(=O)c1ccc(Nc2c3c(c(C#N)c4nc5ccccc5n24)CCC3)cc1 | 10% | 6% | 13% | -13% | 2% | 0% | ?
O=C(Nc1cccc2ccccc12)OCc1cncs1 | 1% | 0% | 3% | -8% | 2% | 7% | 2.3%
CC(C)(C)OC(=O)N1CCC(c2c(C(=O)O)cnn2-c2ccc(Cl)cc2)CC1 | -7% | -23%[38.3 µM] | ? | 4% | -3% | 7% | -2.0%
Cc1[nH]nc2c1C(c1ccc(Cl)cc1)C(C#N)=C(N)O2 (configuration not stated) | ? | -3%[38.3 µM] | ? | 5%[9.22 µM] | 10% | 5% | 2.2%
CC(C)c1cc(C(=O)N2CCCC(CCC(=O)N3CCN(c4ccccn4)CC3)C2)no1 (configuration not stated) | -5% | / | -10% | 11%[9.22 µM] | / | 9% | 0.0%
CCCCOCCCNC(=O)N[C@H](C(=O)O)C(C)CC (some centres not stated) | 14% | / | -29% | -4%[9.22 µM] | / | 3% | -0.1%
CCn1c(=O)cc(N2CCN(C(=O)c3ccco3)CC2)[nH]c1=O | -11% | / | 18% | 7%[9.22 µM] | / | -4% | -1.8%
O=C(NCC(c1cccs1)N1CCOCC1)c1cc2ccccc2o1 (configuration not stated) | 6% | / | -15%[46.1 µM] | -2% | / | 7% | -3.3%
COC(=O)c1ccc(C(NC(=O)OCc2ccccc2)/C(C)=C/[C@@H](C)C(=O)N[C@@H](CO)Cc2ccccc2)cc1 (some centres not stated) | / | 10% | / | / | 1% | 8% | 1.8%
N[C@@H](Cc1ccc(O)cc1)C(=O)O | / | -4% | / | 2% | 0%[39.9 µM] | 3% | 0.2%
Cc1cc([N+](=O)[O-])c(N2CCC[C@@H]2C(=O)O)c([N+](=O)[O-])c1 | 7% | 15%[38.3 µM] | -8%[46.1 µM] | 3% | 0% | 0% | -0.8%
CN(C)S(=O)(=O)c1ccc(C(=O)Nc2cc(S(=O)(=O)Nc3ccccc3Cl)ccc2N2CCCCC2)cc1 | -6% | 13% | -13% | -34% | 0% | 6% | 1.1%
Cc1cc(/C([O-])=C(/C(=S)Nc2ccc(F)cc2)[n+]2ccccc2)c(C)n1Cc1ccccc1Cl | -28% | 11% | -46% | -1% | 4% | -14% | -0.3%
COc1ccc(NC(=O)/C=C/c2cc(Br)ccc2OC)cc1 | -8% | 9%[38.3 µM] | -28%[46.1 µM] | 18% | 1% | 0% | 1.1%
CCCCCCc1c(O)nc(SCCN2CCOCC2)[nH]c1=O | -3% | 6% | -8% | / | 1% | -2% | -1.1%
O=C(NCCCN1CCN(c2cccc(Cl)c2)CC1)c1ccc(N2CCCC2=O)cc1 | -14% | 22%[38.3 µM] | 15%[46.1 µM] | 8% | -4% | 3% | 0.1%
c1nc(Nc2ccc(N3CCOCC3)cc2)c2ccsc2n1 | -19% | / | 28% | 0%[9.22 µM] | / | ? | -1.3%

Some of these compounds in order of molar mass, high to low.
SMILES | L3MBTL1 inh | IMPase Li inh | NPSR antag | HTT aggregate | Luc counter | CBFb RUNX1 block | Epigenetic reg
O=C(NCCCN1CCN(c2cccc(Cl)c2)CC1)c1ccc(N2CCCC2=O)cc1 | -14% | 22%[38.3 µM] | 15%[46.1 µM] | 8% | -4% | 3% | 0.1%
COc1ccc(NC(=O)/C=C/c2cc(Br)ccc2OC)cc1 | -8% | 9%[38.3 µM] | -28%[46.1 µM] | 18% | 1% | 0% | 1.1%
O=C(NCC(c1cccs1)N1CCOCC1)c1cc2ccccc2o1 (configuration not stated) | 6% | / | -15%[46.1 µM] | -2% | / | 7% | -3.3%
CCCCCCc1c(O)nc(SCCN2CCOCC2)[nH]c1=O | -3% | 6% | -8% | / | 1% | -2% | -1.1%
Cc1cc([N+](=O)[O-])c(N2CCC[C@@H]2C(=O)O)c([N+](=O)[O-])c1 | 7% | 15%[38.3 µM] | -8%[46.1 µM] | 3% | 0% | 0% | -0.8%

Carrying on.
SMILES | L3MBTL1 inh | IMPase Li inh | NPSR antag | HTT aggregate | Luc counter | CBFb RUNX1 block | Epigenetic reg
Cc1ccc2ccccc2c1NC(=O)Cn1nnc(-c2cccnc2)n1 | 1% | 8% | 5% | -3%[9.22 µM] | -3% | -4% | 6.2%
COC(=O)c1c(NC(=O)/C=C/c2ccco2)sc2c1CCC2 | -19% | -1% | -1% | 17% | -2% | -1% | ?
C/C(=N\NC(=O)c1ccncc1)c1cc2ccccc2o1 | 8% | 1% | 9% | 6% | -1% | 1% | -1.3%
O=C(Cc1cccs1)Nc1ccc(S(=O)(=O)N2CCCCC2)cc1 | 22µM* | 17%[38.3 µM] | -1%[46.1 µM] | -4% | -3% | ? | -0.9%
C/C(CC1CC(C)(C)OC1=O)=N\NC(N)=S (configuration not stated) | 0% | / | 22% | -7%[9.22 µM] | / | 2% | -3.1%
O=c1c2ccccc2nc(SCc2nc3ccccc3s2)n1CCCO | -10% | 2% | 4% | -3% | -7% | -10% | 2.0%
COc1cc(OC)cc(-n2nnnc2SCC(=O)NCc2cccs2)c1 | -21% | -5% | -13% | / | -1% | 6% | 0.0%
COC(=O)c1nn(-c2ccccc2)c(Sc2ccccc2)c1/C=N/O | -1% | 26%[38.3 µM] | 16%[46.1 µM] | 20% | 1% | 3% | -1.1%
COC(=O)C1=C(N)Oc2cc(C)n(Cc3ccco3)c(=O)c2C1c1cccc(Cl)c1 (configuration not stated) | -14%[11.4 µM] | 32%[activator][38.3 µM] | ? | 12% | 1% | -17% | -2.1%
O=C(Oc1cccc2c(OC(=O)N3CCCC3)cccc12)N1CCCC1 | -11% | 6% | -1%[46.1 µM] | -14% | 1% | -2% | -0.8%
O=C(COc1ccccc1C(=O)NCC1CCCO1)Nc1ccc(Cl)cc1Cl (configuration not stated) | -1% | 14% | -13% | 18% | 1% | -5% | 1.9%
COc1ccc(-c2csc(/C(C#N)=C\c3ccc(O)c([N+](=O)[O-])c3)n2)cc1OC | -15% | / | 29% | 7%[9.22 µM] | / | ? | -1.3%
CC(=O)Nc1ccc(C(=O)Nc2cccc(-c3cnc4ccccc4n3)c2)cc1 | / | -1% | 17% | -7% | -2% | 5% | 1.7%
O=C(O)c1ccc(N2C(=O)CCCC2=O)cc1 | 4% | / | 5% | 3%[9.22 µM] | / | 5% | -1.0%
CC(C)(C)Sc1ccc([N+](=O)[O-])cc1C(=O)Nc1ccncc1 | -3% | / | -9% | 13%[9.22 µM] | / | 7% | -1.0%
COc1ccc(-n2cc(CN(C)C(C)c3ccncn3)c(-c3cccc(F)c3)n2)cc1 (configuration not stated) | 6% | 16% | 32% | 0% | 3% | 15% | -0.7%
O=C(Cn1ccc2ccccc2c1=O)NCC1COc2ccccc2O1 (configuration not stated) | 4% | 19%[38.3 µM] | 2%[46.1 µM] | 9% | 3% | 9% | 7.5%
COc1ccc2[nH]cc(S(=O)(=O)c3ccc(C(C)C)cc3)c(=O)c2c1 | / | -5% | -6% | -2% | -1% | 4% | -0.1%
Oc1cccc(/C=N/Nc2cc(N3CCOCC3)nc(N3CCOCC3)n2)c1 | -6% | 19% | -1% | 16% | 4% | -11% | 0.0%
Cc1cc(C(=O)CSc2n[nH]c(N)n2)c(C)n1-c1ccc(F)cc1 | -24% | 12% | 8% | -5% | 1% | -20% | 0.0%
Cn1cnc2c(ncn2[C@@H]2O[C@H](CO)[C@@H](O)[C@H]2O)c1=N | / | 9% | / | / | / | 13% | 0.0%
COc1ccc(NC(=O)Nc2cccnc2)c(OC)c1 | -4%[11.4 µM] | -7% | -2% | 15% | 4% | 4% | -0.1%
CCN(CC)S(=O)(=O)c1cccc(C(=O)N[C@H](C(=O)NCc2ccc(Cl)cc2)C(C)C)c1 | / | 21%[38.3 µM] | -26%[46.1 µM] | ? | 19% | -1% | 1.9%
CCc1ccccc1N(C)S(=O)(=O)c1ccc2[nH]cc(C(=O)N3CCc4ccccc43)c(=O)c2c1 | 5% | -2% | -7% | -8% | 2% | -6% | 0.2%
Cc1nn(-c2ccccc2)c(N2CCCC2)c1/C=N/NC(=O)c1cc(-c2cccnc2)nc2ccccc12 | -23% | 8% | ? | ? | 2% | -22% | 0.0%
Cc1c(NC(=O)CSc2nnnn2-c2ccc(C(=O)O)cc2)c(=O)n(-c2ccccc2)n1C | 7% | 1% | -17% | -14%[9.22 µM] | 0% | 4% | -5.5%
NS(=O)(=O)c1ccc(CCN=Cc2ccccc2O)cc1 | 5% | -5% | 19% | 5% | 3% | 6% | -1.8%
O=C(Nc1ccc2c(c1)OCCO2)c1ccc(S(=O)(=O)N2CCCCC2)cc1 | -3% | -3%[38.3 µM] | -30%[46.1 µM] | ? | 11% | -8% | 0.0%
CN(Cc1nc(-c2ccccc2)no1)C1CCOCC1 | 7% | / | 15% | -24%[9.22 µM] | / | 5% | 0.0%
O=Nc1c2ccc[nH]c-2c2ccc([N+](=O)[O-])cc12 | 0% | 7% | 13% | -3% | 3% | 12% | -5.5%
O=S(=O)(c1ccc(Cl)c(S(=O)(=O)N2CCCC2)c1)N1CCCC1 | -1% | 16% | -9% | 16%[9.22 µM] | -3% | 7% | -1.1%
Nn1cc(-c2ccccc2)nc1SCC(=O)NCC(F)(F)F | / | -3% | 9% | -15% | -1% | -7% | -0.9%
COc1ccccc1C(=O)NC(=S)N1CCCc2ccccc21 | -18% | 27%[38.3 µM] | -26%[46.1 µM] | -6% | -3% | -3% | 1.0%
CCOc1ccc(NC(=O)CSc2ccccc2N)cc1 | 2% | 1% | 2% | 15% | 1% | 0% | 0.5%
Cc1ccnc(NS(=O)(=O)c2ccc(N3C(=O)Nc4ccccc4N3O)cc2)c1 | 9% | -1% | 7% | -9% | 0% | -4% | -0.2%
CCOC(=O)c1cnc2c(C)cccc2c1Nc1cccc(C(=O)O)c1 | 6% | / | -35% | -9%[9.22 µM] | / | 10% | 0.1%

A portion of the library. The share of hits here may be higher or lower than overall.
